Screens from PubChem BioAssay.
HIF activator: HIF pathway transcriptional activation; U2OS HRE-luciferase reporter, luminescence; normalized: DMSO 0%, desferrioxamine 100%; activation, % at 7.5 µM (by protocol); 0.32% of 300,000 active; AID 1910;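 active means mean activation of at least 10% of the iron chelator positive control signal, with at least half of replicates also reaching 10%; inconclusive means mean and replicate majority disagree about reaching 10%; inactive means mean and most replicates under 10%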
HSF1 inh: HSF1 inhibition; NIH3T3-HGL HSE-luciferase, MG132-induced, luminescence 8 h; hits give low values; activity change, negative = inhibition, % at 7.5 µM (by protocol); 0.77% of 300,000 active; AID 2098;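 active means more than half of replicate wells show activity change below -50%, luminescence cut by over half; inconclusive means some wells, but at most half, below -50%; inactive means no replicate well below -50%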;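 further: luciferase reports HSF-1 transcriptional activity via heat shock element; 0% = median of DMSO wells and -100% = zero luminescence signal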
AI-2 QS mod: modulators of Vibrio harveyi AI-2 quorum sensing system. 0.4% of 300,000 active. activity change, % at 7.5 µM. Vibrio harveyi JMH597 AI-2 luminescence/OD600 ratio, 9 h; hits give low values; strain lacks LuxN and CqsS sensors; 0 = neutral-control median; in the data active means activity change below about -75%, passing the limit was not always enough; inconclusive means no clear call, values can overlap the other calls;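 further: luminescence divided by OD600 gain over 9 h not by final OD600 alone; inactives centre near 13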
aSyn 5UTR inh: MLPCN primary screen, SNCA 5' untranslated region. 0.82% of 300,000 active. AID 1813. alpha-synuclein 5'UTR reporter, inhibitor activity. inhibition, % (tested at 7.5 µM); in the data active means inhibition above about 60%; inconclusive means no clear call, values can overlap the other calls;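 further: H4 neuroglioblastoma cells stably carrying SNCA 5'UTR luciferase fusion; 0% = DMSO wells and 100% = positive control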
SKKanGAS inh: blocks kanamycin growth of S. pyogenes SKKanGAS strain. AID 1662. 1.3% of 300,000 active. BacTiter-Glo, 6 h. inhibition, % at 7.5 µM;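 active means mean replicate score, as percent of positive control median, at least 50; inconclusive means mean below 50 but one replicate at or above 50; inactive means mean and every replicate below 50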;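 further: strain carries kanamycin resistance gene driven by streptokinase promoter and grows in 40 µg/ml kanamycin; loss of luminescence reflects streptokinase promoter inhibition or plain growth inhibition; 0% = median of DMSO wells and 100% = positive control at its reference dose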
KLF5 inhibitor: kruppel-like factor 5 inhibition. DLD-1 KLF5 promoter-luciferase reporter, luminescence. inhibition, % at 5 µM. 0.23% of 290,000 active. AID 1700;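 active means inhibition above a per-plate limit of that plate's mean compound inhibition plus 3 SD, cut at about 60% in these data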;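 further: 0% = DMSO wells and 100% = LY294002 at 200 µM; higher means less KLF5 promoter-driven luciferase light; inactives centre near -14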
Platelet DG rel: modulates dense granule release in human platelets. human platelet-rich plasma, SFLLRN dense granule ATP release, luminescence. inhibition, %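 (compounds screened at 7.5 µM in platelet-rich plasma)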. 0.22% of 300,000 active;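 active means mean replicate score, as percent of positive control, at or above 50; inconclusive means mean below 50 but at least one replicate at or above 50; inactive means mean and every replicate below 50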
IEC-6 cytotox: counter-screen for KLF5 inhibitors: cytotoxicity in IEC-6 cells; inhibition, % at 5 µM; IEC-6 cytotoxicity, luminescence viability; 0.78% of 290,000 active; in the data active means inhibition above about 22%;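 further: 0% = plate median of test compound wells and 100% = cytotoxic reference compound wells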
HSP90 refold inh: inhibitors of HSP90 luciferase refolding in rabbit reticulocyte lysate | 0.91% of 290,000 active | luciferase refolding luminescence, 3 h | inhibition, % at 5.6 µM;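 active means inhibition above the screen-wide mean plus 3 SD, computed separately per campaign, cut at about 16% in these data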;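 further: 0% = DMSO wells and 100% = 60 µM geldanamycin wells; inhibitors lower the luminescence because luciferase stays unfolded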
HSF1 activator: increases HSF-1 driven luciferase reporter signal. NIH3T3-HGL HSF-1 luciferase reporter, MG132, 8 h; 100% = twice DMSO control signal. activation, % at 9 µM. 1.7% of 300,000 active. AID 504408;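 active means mean replicate activation of at least 50% with a set share of replicates each reaching 50%; inconclusive means only one of those two conditions met; inactive means mean below 50% and too few replicates reaching it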;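 further: 0% = median of the neutral control wells and 100% = twice that signal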
* = called active by the depositor; ? = inconclusive; nt = not tested or not shown. The order is random; overall some 6% were active at least once.

SMILES	HIF activator	HSF1 inh	AI-2 QS mod	aSyn 5UTR inh	SKKanGAS inh	KLF5 inhibitor	Platelet DG rel	IEC-6 cytotox	HSP90 refold inh	HSF1 activator
CCOC(=O)Cc1csc(NC(=O)CSc2nnc(-c3ccc(F)cc3)o2)n1	-0.3	-11	31	10	-6	-59	2	2	5	-9
OCc1nc2ccc(Cl)cc2[nH]1	-0.2	9	31	-22	-3	-27	0	2	2	2
CC1CC(C)CN(S(=O)(=O)c2ccc3c(c2)CCN3C(=O)C2CC2)C1 (configuration not stated)	-0.6	5	5	17	-1	-12	22	1	0	2
O=C(CCN1CCOCC1)Nc1ccccc1	-0.1	4	-11	1	-7	4	4	-4	0	47
CCOC(=O)CC(NS(=O)(=O)c1ccc(NC(C)=O)cc1)c1ccc(OCC)cc1 (configuration not stated)	-1.3	0	6	-5	-3	-13	1	-2	0	17
Cc1ccc2c(c1)C(c1ccccc1)N(C(=O)c1c(F)cccc1Cl)CC(=O)N2 (configuration not stated)	-0.9	-25	20	4	1	-60	1	2	17*	-39
Cc1ccc(C)c(SCC(=O)Nc2cccnc2Cl)c1	-1.1	2	12	15	14	-44	-8	-6	0	-13
COc1cc(C(=O)N/N=C(\C)Cc2ccccc2)cc(OC)c1OC	1.3	-5	4	34	0	76*	0	84*	1	-15
O=C(CSc1n[nH]c(-c2ccncc2)n1)c1ccccc1	0.1	0	18	22	2	-9	6	-3	2	-11
COc1ccc(Cc2nnc(NC(=O)C3CCCO3)s2)cc1 (configuration not stated)	-0.5	-3	14	-3	-4	-32	0	0	-1	0
COc1cccc(C(=O)Nc2nnc(-c3ccccc3)s2)c1OC	3.8	26	-1	-113	-7	-118	3	5	4	47
N/C(Cc1ccc([N+](=O)[O-])cc1)=N\OC(=O)COc1cccc2ccccc12	-0.5	8	-4	-4	-10	-3	1	2	1	22
Cc1nnc(SCC(=O)N2CC(=O)Nc3ccccc32)s1	0.3	-2	29	-29	-4	-4	0	1	2	-14
COc1ccc(-n2ncc3c2CC(C)(C)CC3NC(=O)C2CCN(C(C)=O)CC2)cc1 (configuration not stated)	-0.5	3	-6	-24	-13	-22	-11	-3	0	8
O=C(/C=C/c1ccccc1)NCCN1CCOCC1	0.0	0	3	1	3	-31	-9	-5	2	-2
CCOc1ccc(/C=N/NS(=O)(=O)c2ccc(C)cc2)cc1OC	-1.9	11	6	19	-1	-29	2	-5	-2	15
COC(=O)c1ccc2c(=O)n(NC(=O)C(c3ccccc3)c3ccccc3)c(=S)[nH]c2c1	-0.1	0	4	1	4	-5	7	-1	3	-4
CCOC(=O)N1CCN(C(=O)Nc2ccc(Cl)cc2)CC1	-1.1	8	31	-2	3	-9	-1	2	-1	15
Cn1cnnc1SC1c2cccc3cccc(c23)C1NS(=O)(=O)c1ccccc1 (configuration not stated)	-0.3	6	14	-11	-4	-9	3	5	-1	24
COc1ccc(NC(=O)CSc2nc3[nH]ncc3c(=O)[nH]2)c(OC)c1	-3.1	4	1	-18	4	nt	4	nt	nt	23
O=c1[nH]c(C2CCN(S(=O)(=O)/C=C/c3ccccc3)CC2)nc2c1nnn2Cc1ccccc1	0.0	6	24	9	22	-6	-2	-2	2	25
COc1ccccc1CN(C)C(=O)CN1C(=O)c2ccccc2C1=O	0.7	-6	23	5	-2	-13	2	-9	-3	-3
COCc1c(C(C)C)nc(C(C)C)c(/C=C/[C@@H](O)C[C@@H](O)CC(=O)O)c1-c1ccc(F)cc1	-3.3	12	15	115*	7	nt	-2	nt	nt	13
Cn1c(=O)cc(SCC(=O)NCCC2=CCCCC2)c2ccc(Cl)cc21	0.1	-3	29	-13	-5	-19	-3	9	0	12

Among those listed so far, these have a Cl atom:
SMILES	HIF activator	HSF1 inh	AI-2 QS mod	aSyn 5UTR inh	SKKanGAS inh	KLF5 inhibitor	Platelet DG rel	IEC-6 cytotox	HSP90 refold inh	HSF1 activator
OCc1nc2ccc(Cl)cc2[nH]1	-0.2	9	31	-22	-3	-27	0	2	2	2
Cc1ccc2c(c1)C(c1ccccc1)N(C(=O)c1c(F)cccc1Cl)CC(=O)N2 (configuration not stated)	-0.9	-25	20	4	1	-60	1	2	17*	-39
Cc1ccc(C)c(SCC(=O)Nc2cccnc2Cl)c1	-1.1	2	12	15	14	-44	-8	-6	0	-13
CCOC(=O)N1CCN(C(=O)Nc2ccc(Cl)cc2)CC1	-1.1	8	31	-2	3	-9	-1	2	-1	15
Cn1c(=O)cc(SCC(=O)NCCC2=CCCCC2)c2ccc(Cl)cc21	0.1	-3	29	-13	-5	-19	-3	9	0	12

(listing goes on)
SMILES	HIF activator	HSF1 inh	AI-2 QS mod	aSyn 5UTR inh	SKKanGAS inh	KLF5 inhibitor	Platelet DG rel	IEC-6 cytotox	HSP90 refold inh	HSF1 activator
Cc1ccc2[nH]c3c(=O)n(CCCN4CCOCC4)cnc3c2c1	2.1	4	11	-23	-1	0	7	-2	-3	2
Cc1ccc(C(c2ccc(C)o2)c2cccc([N+](=O)[O-])c2O)o1	-0.1	5	26	-16	10	-13	10	-7	1	3
Cc1cccc(C)c1NC(=O)C1(NC(=O)c2cnccn2)CCCCC1	-0.4	-3	9	-14	-1	nt	3	nt	nt	7
COc1ccc(Oc2cccc(Cl)c2CNC(=O)CSCC(=O)O)cc1	-0.6	7	19	10	-14	-1	6	-3	0	8
[O-][n+]1ccccc1/C=C/c1ccccc1	0.5	5	18	-3	1	nt	-3	nt	nt	2
Cc1ccc(SC(C)c2nc(-c3ccccc3)no2)cc1 (configuration not stated)	1.1	9	17	-98	13	-28	1	-13	-1	28
CN(Cc1c(F)cccc1Cl)C(=O)c1cc2ccccc2o1	2.0	16	5	-29	18	6	-6	11	2	24
C/C(=N\S(=O)(=O)c1ccc(C)cc1)Nc1cc(C(C)C)c(O)cc1C	-0.2	7	41	-10	2	-3	0	-10	2	9
CC1CN(C(=S)Nc2cccc(Cl)c2)CC(C)O1 (configuration not stated)	0.2	-1	22	-12	-3	6	-5	3	0	4
Oc1oc(-c2ccc(Br)cc2)nc1/C=N/c1ccccn1	2.2	24	16	-81	0	-140	2	-8	-4	43
Cn1c(=O)n(C)c2cc(NS(=O)(=O)c3ccccc3[N+](=O)[O-])ccc21	-0.2	-3	2	-4	?	-38	38	2	1	-9
CC(C)(C)c1nnc(N/N=C/c2ccccc2)n(N)c1=O	0.2	-8	4	-34	10	0	0	-14	-1	0
CC(=O)N1CCSc2ccc(S(=O)(=O)Nc3ccccc3C)cc21	0.5	-6	-4	-2	2	0	-8	0	3	0
CCN1CCN(C(=O)CN(C)S(=O)(=O)c2ccc(OC)cc2)CC1	0.3	-10	27	-15	-6	-29	12	5	2	0
COC(=O)c1cccc(N2CCCC2=O)c1	-0.1	-2	-6	3	0	-23	16	9	3	-4
Cc1ccc(C2=NNC(c3ccc(Cl)cc3)=Nc3ccccc32)o1	-0.2	1	19	-61	6	6	3	4	-2	20
CCc1ccc(S(=O)(=O)n2c(C)nc3ccccc32)cc1	-2.8	0	-5	19	6	-17	-2	3	-2	25
CCOC(=O)c1ccc(CN(Cc2ccccc2)S(=O)(=O)c2cccc([N+](=O)[O-])c2)cc1	-0.2	7	6	-7	8	-21	-2	4	3	11
COc1ccc(NC(=O)CCC(=O)OCc2ccc([N+](=O)[O-])cc2)cc1	0.0	1	16	-3	8	7	14	-1	-1	-7
CC(=O)Nc1ccc(C(=O)NNC(=O)C2C3CCCCC32)cc1 (configuration not stated)	0.1	1	0	-22	-1	-17	-6	8	1	4
CCN(CC)CCN1C(=O)C(O)=C(C(=O)c2cc3ccccc3o2)C1c1cccnc1 (configuration not stated)	0.1	-5	9	14	0	-16	3	-1	1	1
O=C(c1ccc2c(c1)OCO2)N1CCC2(CC1)Oc1ccc(Cl)cc1C(=O)C21CC(c2cccnc2)=NO1 (configuration not stated)	-0.7	3	4	28	20	nt	-4	nt	nt	-5
COc1ccc(-c2nnc(SCC(=O)Nc3ncc(C(F)(F)F)cc3Cl)n2CC(C)C)cc1	-51	-1	25	-5	-10	4	-12	-3	2	7
CC12C(=O)N(c3cccc(OC(=O)c4ccco4)c3)C(=O)C1C1c3ccccc3C2c2ccccc21 (configuration not stated)	0.0	-2	25	21	4	-16	12	-2	0	9

3 compounds from above, ordered by the value under HSP90 refold inh, smallest number first:
Molecule	HSF1 inh	AI-2 QS mod	aSyn 5UTR inh	KLF5 inhibitor	Platelet DG rel	HSP90 refold inh	HSF1 activator
CC(=O)Nc1ccc(C(=O)NNC(=O)C2C3CCCCC32)cc1 (configuration not stated)	1	0	-22	-17	-6	1	4
CCN1CCN(C(=O)CN(C)S(=O)(=O)c2ccc(OC)cc2)CC1	-10	27	-15	-29	12	2	0
CC(=O)N1CCSc2ccc(S(=O)(=O)Nc3ccccc3C)cc21	-6	-4	-2	0	-8	3	0

Additional structures
SMILES	HIF activator	HSF1 inh	AI-2 QS mod	aSyn 5UTR inh	SKKanGAS inh	KLF5 inhibitor	Platelet DG rel	IEC-6 cytotox	HSP90 refold inh	HSF1 activator
CC(=O)OCC(=O)Nc1ccccc1OC(F)F	-0.5	-4	21	29	9	5	1	1	0	2
CN=C1CC(C)(C)CC(=O)/C1=C(/O)CCC(=O)NC	-0.1	-7	26	0	3	-4	3	0	1	3
Cc1nc(SCC(=O)NCc2ccco2)c2c(=O)n(C)c(=O)n(CC(C)C)c2n1	0.1	-1	20	9	5	-34	-4	-6	0	5
CCOc1ccc(-n2c(SCC(=O)Nc3cc(C)on3)nc3c(c2=O)SCC3)cc1	0.7	-3	7	9	-1	-20	3	-3	2	-8
O=S(=O)(Nc1ccc(O)c2ccccc12)c1ccc(F)cc1	-0.4	6	17	4	24	nt	2	nt	nt	6
COc1ccc(N2CCN(c3nc(-c4cccs4)nc4ccccc34)CC2)cc1	nt	nt	3	nt	3	6	1	-7	3	nt
COc1ccccc1/C=C/C(=O)Nc1cccnc1Cl	-12	19	-5	-133	-2	-152	3	0	-2	30
O=[N+]([O-])c1cc(S(=O)(=O)N2CCCC2)ccc1NN=C1CCCCC1	-0.2	4	-1	16	-12	-45	-3	-1	5	18
COc1ccc(C(=O)Nc2c(C)csc2C(=O)O)cc1	-0.6	-8	11	2	-11	2	9	0	-1	-14
O=C(CCC(=O)NC1CCCCCCC1)Nc1nnc(C(F)(F)F)s1	0.0	-10	35	-28	-2	-28	8	6	-2	-7
CCOc1ccc(C(C)NC(=O)Nc2ccccc2C(=O)OC)cc1 (configuration not stated)	-0.3	10	-5	2	3	-3	-3	1	3	26
O=C(NC(=S)Nc1ccc(N2CCCC2)cc1)c1ccc(F)cc1	0.8	6	34	-48	35	-10	4	1	5	13
